AmpC inh detg = qHTS Inhibitors of AmpC Beta-Lactamase (assay with detergent) | AmpC hydrolysis of nitrocefin, absorbance 480 nm, 0.01% Triton | Potency, µM (top dose mostly 114 µM), inactives show top-dose activity change, negative = inhibition, usual class: inhibitors | 370,000 tested, 0.041% active;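 also: potency is read from the fitted curve at half-maximal effect; 0% = no-compound wells and -100% = no-enzyme wells; nearly all actives have a fitted effect of over 25% in size; some results filed as inactive show a strong effect at the top dose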
Target sequence (P00811 whole entry, looked up): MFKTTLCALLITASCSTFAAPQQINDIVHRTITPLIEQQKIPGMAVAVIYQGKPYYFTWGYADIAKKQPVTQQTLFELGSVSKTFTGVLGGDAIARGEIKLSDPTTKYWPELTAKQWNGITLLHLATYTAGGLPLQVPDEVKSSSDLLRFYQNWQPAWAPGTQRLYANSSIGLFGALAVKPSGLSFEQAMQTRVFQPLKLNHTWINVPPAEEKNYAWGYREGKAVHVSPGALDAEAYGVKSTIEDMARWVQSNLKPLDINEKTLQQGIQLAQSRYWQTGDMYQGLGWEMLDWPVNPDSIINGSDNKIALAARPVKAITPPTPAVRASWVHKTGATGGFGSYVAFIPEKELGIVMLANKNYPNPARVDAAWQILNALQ
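20 mM phosphate pH 7.0 + 0.01% (detergent screen) or 0.0001% Triton X-100; 5.3 nM AmpC reagent; cpd preinc 15 min RT; nitrocefin (800 uM stock) to start; A480 q20 s × 4 min; Activity was normalised to no-enzyme and no-compound control wells.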
HCV inhibitor = qHTS Assay for Inhibitors of Hepatitis C Virus (HCV); Potency, µM (doses to about 41.8 µM), without a hit: at the highest dose activity change, negative = inhibition, actives largely listed as inhibitors; Huh7.5.1 HCVcc-Cre infection, luciferase reporter, 44 h; AID 651820, 2012; 340,000 tested, 3.4% active; also: potency is read from the fitted curve at half-maximal effect
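Antiviral activity was scored by luciferase reporter output from cells infected with HCVcc-Cre (~0.5 moi) in presence of compound, 44 h infection period, cells seeded 1,000/well 4 h prior.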
AMA1 RON2 block = qHTS for Inhibitors of AMA1-RON; Towards Development of Antimalarial Drug Lead: Primary Screen; AlphaScreen AMA1-biotinylated RON2 peptide binding; Potency, µM (top dose mostly 58.2 µM), for inactives: at the highest dose activity change, negative = inhibition, most hits filed as inhibitors; 360,000 tested, 0.2% active; Plasmodium falciparum AMA1 (3D7) - RON2 peptide interaction;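 also: potency is read from the fitted curve at half-maximal effect; 0% = vehicle wells and -100% = peptide control; nearly all actives have a fitted effect of over 45% in size; some results filed as inactive show a strong effect at the top dose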
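AMA1 (3D7) with his tag at 25 nM final met compounds first, then biotinylated RON2 peptide at 25 nM; detection used donor plus acceptor beads, 10 µg/mL apiece, read by AlphaScreen after 30 min at room temperature.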
HCMV inh = qHTS Assay for inhibitors of the human cytomegalovirus (HCMV); HFF cells, HCMV-luciferase reporter, 72 h; active compounds read low; activity change, negative = inhibition, % at 57.5 µM; 410,000 tested, 4.5% active; in the data active = activity change below about -60%; inconclusive = no clear call, values can overlap the other calls; inactive = above about -39%
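HFF cells seeded 16 h at 37C, treated with compounds, infected with luciferase-reporter HCMV at MOI 1 PFU/cell; luciferase read at 72 h post infection, normalized to buffer-only and Salinomycin controls.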
Sm TGR block = qHTS Assay for the Inhibitors of Schistosoma Mansoni Peroxiredoxins | Schistosoma mansoni thioredoxin glutathione reductase (TGR), Q962Y6 | purified TGR, DTNB reduction, TNB absorbance 405 nm | Potency, µM (highest dose often 114 µM), inactives show at the top dose activity change, negative = inhibition, actives largely listed as inhibitors | 360,000 tested, 3% active | AID 485364, 2010; also: potency is read from the fitted curve at half-maximal effect; nearly all actives have a fitted effect of over 60% in size
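First, TGR (20 nM dispensed) and NADPH were mixed with compound. Second, a 15 min room-temperature incubation followed. Third, further NADPH and then DTNB were added to start the reaction. Finally, TNB absorbance was monitored kinetically.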
Giardia FBPA inh = qHTS Assay for Inhibitors of Fructose-1,6-bisphosphate Aldolase from Giardia Lamblia | Potency, µM (titrated, usually from 59.6 µM), without a hit: at the top dose activity, negative = inhibition, hits mostly inhibitors | 290,000 tested, 0.71% active | A8B2U2 | purified Giardia FBPA; also: potency is read from the fitted curve at half-maximal effect; nearly all actives have a fitted effect of over 55% in size
Target sequence (A8B2U2 whole entry, looked up): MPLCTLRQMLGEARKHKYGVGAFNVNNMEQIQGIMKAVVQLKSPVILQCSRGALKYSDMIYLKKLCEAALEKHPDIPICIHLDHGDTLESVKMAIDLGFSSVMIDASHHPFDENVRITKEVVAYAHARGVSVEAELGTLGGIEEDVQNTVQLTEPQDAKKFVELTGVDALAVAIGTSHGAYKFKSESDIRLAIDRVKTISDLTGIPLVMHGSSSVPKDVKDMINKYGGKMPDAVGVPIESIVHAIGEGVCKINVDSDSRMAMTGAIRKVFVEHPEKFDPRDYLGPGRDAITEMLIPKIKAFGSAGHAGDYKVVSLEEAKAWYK
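Giardia FBPA (40 nM reagent) was preincubated 10 min at RT with compound (up to 57.5 uM final), then substrate plus GAPDH/TPI/NAD/arsenate coupling system with diaphorase/resazurin was added; resorufin fluorescence (525/598 nm) was read after 20 min.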
* marks the source's active call; other numbers are inactive results; u = inconclusive; x = not tested or not shown; [ ] = another dose, or the depositor's remark. Unless noted, calls follow the shape of the dose curve; as a rule, active = well fitted curve in the direction sought with a large enough effect; inconclusive = small, poorly fitted or top-dose-only effect, or another doubt; inactive = no such curve, though single readings can be large; an effect the other way counts as inactive or inconclusive. Unless noted, % is scaled to controls: 0 for no effect and ±100 for the full control effect.

structure	AmpC inh detg	HCV inhibitor	AMA1 RON2 block	HCMV inh	Sm TGR block	Giardia FBPA inh
CC(=O)NS(=O)(=O)c1ccc2c(c1)C(=O)c1cc(S(=O)(=O)NC(C)=O)ccc1-2	u	7.6%	-3.7%	-6.9	-9.5%	-7.4%
CCCN1C(=O)c2cc(C(=O)NCc3ccc(OC)cc3)ccc2C1O (stereo not given)	u	-28.6%	0.0%	142.3	-10.1%	10.1%
O=C(NCCCN1CCN(Cc2ccccc2)CC1)C1CCN(S(=O)(=O)N2CCCC2)CC1	u	-5.5%	0.9%	-15.2	-18.6%	x
C=C(Cl)CSC(=S)N(CC)CC	-4.5%	5.1%	16.8%	-7.0	u	x
O=C(Nc1cccc(C(F)(F)F)c1)c1cc(-c2ccc(F)cc2)on1	-10.5%	-1.4%	-3.1%	-4.1	1.1%	6.9%
CC(OC(=O)c1ccccc1C(=O)O)c1ccccc1 (stereo not given)	x	19.0%	9.9%	9.6	x	x
COc1cccc(OC)c1C(=O)Nc1nnc(C)s1	7.2%	x	x	1.9	9.3%	x
CN(Cc1nc(Cc2ccccc2F)no1)CC1(N2CCOCC2)CCCCC1	4.9%	-3.9%	8.1%	3.5	5.9%	5.9%
COCCN(CC(=O)Nc1cccc(C)c1C)C(=O)C1CCN(S(=O)(=O)c2ccccc2)CC1	x	0.9%	-12.0%[11.6 µM]	-23.2	x	x
O=c1c2ccccc2nnn1CSc1ccc2c(c1)OCCO2	-2.8%	0.8%	-2.0%	73.3	5.8%	-0.9%
CCOC(=O)C1CCN(CC(=O)N2CCCc3c2c(=O)oc2ccc(OCc4ccccc4)cc32)CC1	-5.5%	x	x	-0.3	-3.5%	x
COc1cccc(-c2nnc3sc(CN4CCCCC4)cn23)c1	2.7%	x	x	22.8	5.3%	x
Cc1cccc(NS(=O)(=O)c2c(C)[nH]c(C)c2C(=O)N2CCCC2)c1	u	0.8%	2.5%	-2.4	4.6%	6.5%
CCC(C)NC(=O)CN(c1ccc(OC)cc1)S(=O)(=O)c1ccc(NC(C)=O)cc1 (stereo not given)	-14.8%	7.9%	0.1%	14.8	6.3%	-8.3%
COc1cc(C)nc(NS(=O)(=O)c2ccccc2)n1	1.2%	9.8%	1.2%	17.3	3.4%	-5.4%
O=C(COc1ccc(Cc2ccccc2)cc1)c1ccc(F)cc1	-6.2%	-18.0%	75.3%[activator]	-15.8	5.2%	2.2%
COc1ccc(Cn2c(-c3ccc(OC)cc3)nc3c(c(=O)c4ccccc4n3C)c2=O)cc1	-14.6%	-27.7%	x	x	7.1%	0.4%
COc1ccc(C(=O)c2oc3ccccc3c2NC(=O)COc2ccc(C)cc2)cc1	-5.7%	x	x	-15.2	10.8%	x
COc1cc(/C=N/NC(=O)/C(=C\c2ccc([N+](=O)[O-])cc2)NC(=O)c2ccccc2)cc(OC)c1O	1.9%	3.8%	1.3%	3.8	-31.0%	-12.9%
O=C(C[n+]1cccc(CNC(=O)c2ccc(OC(F)F)cc2)c1)Nc1ccc(F)cc1	-6.3%	15.6%	-4.0%	22.6	-1.9%	6.3%

Next section.
structure	AmpC inh detg	HCV inhibitor	AMA1 RON2 block	HCMV inh	Sm TGR block	Giardia FBPA inh
Cc1ccc(NC(=O)Cn2sc3nc(C)cc(C)c3c2=O)c(Cl)c1	u	1.8%	-5.1%	-8.2	-31.4%	-17.0%
COc1ccccc1NC(=O)NCCc1c[nH]c2ccccc12	7.1%	-6.3%	-1.8%	-27.0	11.4%	-7.6%
CCN1C(=O)[C@H]2[C@@H](c3ccc(-c4cc(C(C)=O)cs4)cc3)N3CCC[C@@]3(C(=O)OC)[C@H]2C1=O	-8.1%	14.9%	-0.2%	-27.6	-5.0%	x
C/C(CC(=O)Nc1ccc(C)c(Cl)c1)=N\NC(=O)Cc1ccccc1	u	-7.7%	13.2%[11.6 µM]	14.4	-13.2%	2.4%
COC(=O)NCc1cc2cc(Cl)ccc2[nH]1	-2.2%	u	3.6%	49.4	-8.6%	-17.7%
COc1ccc(CC(=O)NC(C)c2ccc3ccccc3c2)cc1 (stereo not given)	u	-10.2%	6.3%	41.3	-22.6%	-1.2%
Cc1cc(=O)[nH]c(Nc2cccc(Br)c2)n1	1.5%	0.5%	-1.1%	-38.7	31.3%	-4.4%
c1ccc2c(c1)ncn2CCC1CCCCC1	-3.1%	9.4%	-1.1%	-15.7	-10.6%	9.4%
COCCNC(=O)c1cnc2sc(N3CCCCC3)nn2c1=O	-7.4%	x	x	14.9	-1.4%	x
Cc1nc(N2CCN(c3ccccn3)CC2)c2c(C)c(C(=O)N3CCN(c4cccc(Cl)c4)CC3)sc2n1	-5.8%	-1.5%	0.4%	-2.4	3.8%	-6.3%
CC1CCN(c2nc(-c3ccc(C(C)(C)C)cc3)nc3ccccc23)CC1	13.1%	x	x	17.8	7.8%	x
CC(C)COc1ccc(C(=O)N(Cc2ccc(N(C)C)cc2)Cc2ccco2)cc1	17.7%	x	x	-35.0	7.2%	x
CC(=O)c1c(C)nc(-c2ccc3c(c2)OCO3)n1O	-9.5%	5.9%	-2.8%	-4.2	5.6%	6.7%
Cc1ccc(C)c(N2CCN(S(=O)(=O)c3ccc(-c4ccc(=O)[nH]n4)o3)CC2)c1	3.7%	10.4%	-3.9%	0.0	-12.7%	-6.9%
CC(C)(C)NC(=O)C(c1ccc(-c2ccccc2)cc1)N(C[C@H]1CC[C@@H]([C@@H]2CC[C@H](CO)O2)O1)C(=O)c1ccc(C(C)(C)C)cc1 (stereo not given in full)	x	u	-5.8%	-100.7*	x	x
CC(OC(=O)c1cccc(S(=O)(=O)N2CCCCCC2)c1)C(=O)Nc1ccc(S(N)(=O)=O)cc1 (stereo not given)	0.0%	19.4%	8.3%	-17.4	-7.9%	x
Cc1ccc(N(CC(O)CN2C(=O)NC(C)(C)C2=O)S(=O)(=O)c2ccc(C)cc2)cc1 (stereo not given)	6.2%	19.1%	-19.7%	-9.9	2.3%	10.1%
O=[N+]([O-])c1ccc(-c2nnc(-c3ccccc3)c(NCCCO)n2)cc1	-0.4%	7.7%	1.7%	45.9	-1.4%	4.3%
O=C(CCc1nc(-c2ccccc2Cl)no1)NC1CCCC1	2.6%	4.7%	7.1%	36.1	6.5%	3.1%
Cc1c(Cc2ccccc2)c(=O)oc2c(CN(C)C)c(O)c(Cl)cc12	-5.2%	-23.9%	24.1%	-18.4	-14.3%	0.0%

Continuation:
structure	AmpC inh detg	HCV inhibitor	AMA1 RON2 block	HCMV inh	Sm TGR block	Giardia FBPA inh
COc1ccc(CN(C)CC(=O)Nc2cccc3ccccc23)cc1F	-8.8%	-17.7%	-9.0%	17.6	-4.4%	-0.7%
Cc1cccc2c(=O)cc(C)n(CC(=O)N3CCCCC3)c12	-13.8%	u	-3.3%	1.2	-0.5%	-0.3%
COc1ccc(OC)c(NC(=S)N(CCc2c(C)[nH]c3ccc(C)cc23)Cc2cccs2)c1	-0.9%	u	-6.9%	22.5	-3.7%	-15.7%
Nc1ccccc1C=C1Cc2ccccc2C1=O	x	-23.0%	21.0%	5.0	x	x
O=c1[nH]cnc2c1ncn2[C@@H]1O[C@H](COS(=O)(=O)O)[C@@H](O)[C@H]1O	x	3.9%	8.5%	-9.4	x	x
O=C(CCSCCc1ccccn1)Nc1nccs1	-21.3%	7.9%	14.7%	-1.7	8.1%	-8.2%
C/C(=N\NC(=O)c1cccnc1)c1ccc(OC2OCCOC2Oc2ccc(/C(C)=N/NC(=O)c3cccnc3)cc2)cc1 (stereo not given)	1.0%	u	6.1%	73.1	0.1%	-4.9%
O=C(Nc1cccc(Cl)c1)C1CCCN1S(=O)(=O)c1cccc2cccnc12 (stereo not given)	15.6%	x	x	14.0	5.6%	x
O=C(NNC(=O)c1cccc2ccccc12)c1ccc(Cl)c(Cl)c1	x	u	39.1%[activator]	-20.3	x	x
COc1cccc(C2=NOC(C(=O)NCc3ccc(F)cc3)C2)c1 (stereo not given)	4.8%	14.5%	-11.7%	42.9	3.1%	3.3%
COc1ccc(-c2sc3ccccc3c2C#CCCO)cc1	u	u	-3.4%	92.5	-24.3%	-7.7%
CN1C2CCC1/C(=C\c1ccccc1F)C(=O)/C2=C/c1ccccc1F	-12.8%	-2.0%	-25.7%	-72.1*	20µM*	4.0%
CCOCCCNC(=O)c1cc2c(=O)[nH]c3ccccc3c2s1	-2.2%	-16.0%	-5.2%	-9.3	8.6%	3.3%
COc1ccc(OC)c(C2CC(=O)Nc3c2c(=O)[nH]c2nc4ccccc4n32)c1 (stereo not given)	0.7%	x	x	18.0	6.5%	x
CCc1c(C)nc(SCC(=O)NNC(=O)c2ccco2)[nH]c1=O	0.4%	1.9%	41.7%[activator]	-20.8	10.9%	x
CC(C)NC(=O)c1ccc(CN2CCC(Cc3ccccc3)CC2)cc1	u	u	-11.0%	41.5	2.6%	2.5%
O=C(NCc1ccc2c(c1)CCN2C(=O)c1ccccc1)Nc1cccc(C(F)(F)F)c1	1.8%	x	x	-97.4*	-2.6%	x
O=C1CS/C(=N\c2ccccn2)N1C1CCCCC1	-12.5%	16.3%	2.6%	-11.3	-0.4%	4.0%
Cc1csc(NC(=O)c2ccoc2C)n1	-14.6%	21.4%	0.3%	100.3	-16.0%	2.2%
O=C(C(Cl)Cl)N1CCN(c2ccccn2)CC1	u	21.5%	9.9%	-33.4	2.3%	6.9%

Part of the list above in order of heavy-atom count, lowest first:
structure	AmpC inh detg	HCV inhibitor	AMA1 RON2 block	HCMV inh	Sm TGR block	Giardia FBPA inh
Cc1csc(NC(=O)c2ccoc2C)n1	-14.6%	21.4%	0.3%	100.3	-16.0%	2.2%
COc1cccc(C2=NOC(C(=O)NCc3ccc(F)cc3)C2)c1 (stereo not given)	4.8%	14.5%	-11.7%	42.9	3.1%	3.3%
CN1C2CCC1/C(=C\c1ccccc1F)C(=O)/C2=C/c1ccccc1F	-12.8%	-2.0%	-25.7%	-72.1*	20µM*	4.0%
O=C(NCc1ccc2c(c1)CCN2C(=O)c1ccccc1)Nc1cccc(C(F)(F)F)c1	1.8%	x	x	-97.4*	-2.6%	x

Source: PubChem
